4-MU autofl: compound fluoresces in the 4-MU spectral region; compound autofluorescence, 340/450 nm, 4-MU equivalents; hits give high values; max dye-equivalent concentration, M; actives 11% (n = 59,000); AID 589; in the data active = max dye-equivalent concentration above about 10 nM; inconclusive = mostly about 1.1 nM to 9.6 nM
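Intrinsic fluorescence at 340/450 nm (ex/em) was read after 15 min at room temperature in pH 8.0, 100 mM Tris. Each compound concentration expressed as 4-MU-equivalent concentration from a six-point 4-MU standard series on each plate.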
HEK293 cAMP ctrl: counter-screen for TSHR agonists: cAMP increase in parental HEK293; parental HEK293 CNG cAMP sensor, membrane potential fluorescence; actives 2.5% (n = 73,000); Potency, µM (series often up to 57.1 µM), for the others: at the highest dose activation, most hits filed as activators; also: potency is read from the fitted curve at half-maximal effect; % of control where 0% means no effect; nearly all actives have a fitted effect of over 55% in size
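Parental HEK 293 cells stably expressing a cAMP-gated CNG channel were loaded with membrane potential dye containing 100 uM RO 20-1724 for 60 min. Compound added for 30 min; depolarization read as fluorescence intensity at 590 nm.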
Texas Red fluor: compounds fluorescent in Texas Red spectral region | Compound fluorescence, Texas Red channel, 547/618 nm; hits give high values | max dye-equivalent concentration, M | actives 0.06% (n = 59,000) | AID 587; in the data active = max dye-equivalent concentration above about 10 nM; inconclusive = between about 1.1 nM and that limit
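Compound fluorescence was read after 15 min at room temperature in 100 mM Tris, pH 8.0, using 547 nm excitation and 618 nm emission across a concentration series. It was expressed as Texas Red dye-equivalent concentration from an on-plate standard curve.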
A350 fluor: compound fluoresces in the Alexa 350 spectral region. Compound autofluorescence, 340/450 nm, Alexa 350 dye-equivalents; hits give high values. max dye-equivalent concentration, M. actives 11% (n = 59,000). AID 590; in the data active = max dye-equivalent concentration above about 10 nM; inconclusive = mostly about 1.1 nM to 9.6 nM
BRCT inh red: BRCT-phosphoprotein interaction inhibition (red fluorophore). actives 0.03% (n = 75,000). AID 892. BRCT-phosphopeptide binding, red fluorescence polarization. Potency, µM (series often up to 76.9 µM), without a hit: top-dose activity change, negative = inhibition, hits mostly inhibitors. P38398; also: % is scaled to controls: 0 for no effect and ±100 for the full control effect
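Rhodamine-labelled pBACH1 10-mer (100 nM) bound to BRCT domain (100 nM) at pH 7.3; compounds incubated 12 min room temperature, polarization read. Free peptide defines full inhibition; unlabelled decapeptide titrated as control.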
Fluorescein fluor: fluorescein region autofluorescence | max fluorescein-equivalent concentration, M | AID 593 | Compound autofluorescence, 480/540 nm, fluorescein-equivalent; hits give high values | actives 0.91% (n = 59,000); in the data active = max fluorescein-equivalent concentration above about 10 nM; inconclusive = between about 1.1 nM and that limit
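Tris 100 mM pH 8.0; 15 min RT; CCD read, ex 480/em 540 nm. Output: fluorescein-equivalent concentration per compound concentration, from six-point dye series on each plate.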
Caspase-1 inhib: caspase-1 (human) inhibition, allosteric or competitive; P29466; Caspase-1 enzyme, Ac-WEHD-AFC fluorogenic rate; Potency, µM (doses to about 57.5 µM), for inactives: at the highest dose activity change, negative = inhibition, actives largely listed as inhibitors; actives 0.03% (n = 75,000); AID 900;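 also: potency is read from the fitted curve at half-maximal effect; plate controls were vehicle for no effect and no substrate for full effect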
BRCT PPI green: inhibitors of human BRCA1 BRCT-phosphoprotein interaction (green fluorophore). P38398. BRCA1 BRCT-phosphopeptide binding, green fluorescence polarization. Potency, µM (top dose mostly 76.9 µM), inactives show at the highest dose activity change, negative = inhibition, most hits filed as inhibitors. actives 0.05% (n = 75,000). AID 875;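 also: potency is read from the fitted curve at half-maximal effect; plate controls were peptide without protein for full effect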
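Compounds were incubated for 12 min at room temperature with a complex of 100 nM fluorescein-tagged pBACH1 decapeptide and 250 nM His-tagged BRCT protein. Buffer was phosphate pH 7.3 with EDTA, DTT and Tween 20. Disruption of binding lowers the polarization signal.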
Rhodamine autofl: rhodamine region autofluorescence; Rhodamine-region fluorescence, 547/598 nm, Tris buffer; hits give high values; max dye-equivalent concentration, M; actives 0.05% (n = 59,000); AID 594; in the data active = max dye-equivalent concentration above about 11 nM; inconclusive = between about 1.1 nM and that limit
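Steps: pin-transfer compounds into pH 8.0 Tris (100 mM), hold 15 min at room temperature, image with a 547/598 nm filter pair, and convert intensities to rhodamine-equivalent concentration using a six-point on-plate rhodamine series.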
USP2a inh: blocks human ubiquitin-specific protease USP2a | Potency, µM (highest dose often 38.3 µM), without a hit: at the top dose activity change, negative = inhibition, hits mostly inhibitors | USP2a enzymatic assay, qHTS inhibition | actives 0.1% (n = 60,000) | AID 927;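 also: potency is read from the fitted curve at half-maximal effect; nearly all actives have a fitted effect of over 60% in size; plate controls were DMSO for no effect and NEM full inhibition control for full effect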
Target sequence (O75604 whole entry, looked up): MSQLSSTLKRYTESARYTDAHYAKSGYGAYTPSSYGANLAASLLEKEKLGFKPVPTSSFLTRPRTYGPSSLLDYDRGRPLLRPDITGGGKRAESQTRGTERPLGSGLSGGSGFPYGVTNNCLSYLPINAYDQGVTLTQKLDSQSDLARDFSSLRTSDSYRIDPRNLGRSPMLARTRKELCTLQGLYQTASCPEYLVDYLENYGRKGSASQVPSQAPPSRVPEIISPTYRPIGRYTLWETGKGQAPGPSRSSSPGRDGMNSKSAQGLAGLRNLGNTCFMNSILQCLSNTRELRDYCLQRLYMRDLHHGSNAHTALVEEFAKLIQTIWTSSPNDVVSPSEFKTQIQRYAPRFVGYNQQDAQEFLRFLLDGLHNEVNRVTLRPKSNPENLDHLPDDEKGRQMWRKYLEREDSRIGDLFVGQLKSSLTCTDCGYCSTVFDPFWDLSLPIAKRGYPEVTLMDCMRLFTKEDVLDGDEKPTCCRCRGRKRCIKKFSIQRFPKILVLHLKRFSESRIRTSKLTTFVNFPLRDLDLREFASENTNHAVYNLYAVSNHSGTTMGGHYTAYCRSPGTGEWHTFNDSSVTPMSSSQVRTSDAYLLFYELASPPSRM
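USP2 core (20nM final) preincubated 30 min RT with compound, then Ub-PLA2 20nM and NBD C6-HPC 20uM final added; buffer 20mM Tris-HCl pH 8.0, 2mM CaCl2. Fluorescence Ex 460/Em 535 read at 0 and 2.5 h; normalized to NEM.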
Casp7 inh: blocks human caspase-7 allosterically or competitively | P55210 | recombinant caspase-7, Ac-DEVD-AFC fluorescence rate | Potency, µM (top dose mostly 57.5 µM), for the others: top-dose activity change, negative = inhibition, most hits filed as inhibitors | actives 0.02% (n = 75,000); active = well fitted inhibition curve with a large enough effect in the main read-out, with a control signal flat, not every such curve was filed as active; inconclusive = small, poorly fitted or top-dose-only effect, or a change in a side signal; also: potency is read from the fitted curve at half-maximal effect; % of control where 0% means no effect
Target sequence (P55210 24-198 limits assumed): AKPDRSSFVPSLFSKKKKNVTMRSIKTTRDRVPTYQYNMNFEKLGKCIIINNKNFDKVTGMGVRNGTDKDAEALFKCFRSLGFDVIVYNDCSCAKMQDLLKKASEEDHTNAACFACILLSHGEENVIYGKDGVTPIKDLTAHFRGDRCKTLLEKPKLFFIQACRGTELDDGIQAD
Target sequence (P55210 207-303 limits assumed): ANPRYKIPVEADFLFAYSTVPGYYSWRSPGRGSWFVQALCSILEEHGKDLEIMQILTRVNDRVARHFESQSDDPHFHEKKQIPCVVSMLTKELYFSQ
The depositor's hits bear a star; i = inactive; ? = inconclusive; · = not tested or not shown; & = joins results of further samples; [ ] = remark or other dose. Unless noted, calls follow the shape of the dose curve; as a rule, active = well fitted curve in the direction sought with a large enough effect; inconclusive = small, poorly fitted or top-dose-only effect, or another doubt; inactive = no such curve, though single readings can be large; an effect the other way counts as inactive or inconclusive.

| SMILES | 4-MU autofl | HEK293 cAMP ctrl | Texas Red fluor | A350 fluor | BRCT inh red | Fluorescein fluor | Caspase-1 inhib | BRCT PPI green | Rhodamine autofl | USP2a inh | Casp7 inh |
| --- | --- | --- | --- | --- | --- | --- | --- | --- | --- | --- | --- |
| CCN(CC)CCOC(=O)c1c(C)n(C)c2ccc(OC)cc12 | i | · | i | i | · | i | · | · | i | · | · |
| Clc1ccc(-c2nn3cnnc3s2)c(Cl)c1 | i | 13% | i | ? | 0.6% | i | 2% | 0.8% | i | 5% | 0% |
| O=C(CSc1nnc(-c2cccnc2)n1Cc1ccco1)c1ccc2ccccc2c1 | ? | 3% | i | ? | 0.2% | ? | -3% | -0.1% | i | -8% | -3% |
| O=C(Nc1ccc(NC(=O)C2CC2)nc1)c1ccncc1 | i | -4% | i | i | -0.7% | ? | -2% | -3.0% | i | 0% | 2% |
| COC(=O)c1ccc(Nc2cc(C)nc3nc(C)nn23)cc1 | · | 12% | · | · | -1.1% | · | 1% | -0.1% | · | · | -1% |
| O=c1cnc2cnc(Oc3ccccc3)nc2n1CCc1ccccc1 | i | 1.6µM* | i | i | 0.6% | i | -3% | -0.7% | i | 27% | -6% |
| CS(=O)(=O)N(CC(=O)NC1CCCCC1)c1cccc(Cl)c1 | i | 17% | i | i | 1.8% | i | 1% | 0.0% | i | 5% | 1% |
| N#CC1=C(N)OC2=C(C(=O)CCC2)C1C1C=CCCC1 (stereo unspecified) | · | ? | · | · | -0.2% | · | -3% | -0.7% | · | · | -2% |
| Cc1cc(=O)oc2cc(OCC(O)CN3CCc4ccccc4C3)ccc12 (stereo unspecified) | 3.3e-07M* | 8% | i | 5.2e-07M* | -0.3% | i | -1% | -0.3% | i | 44%[activator] | -4% |
| O=C(NCc1ccc2c(c1)OCO2)c1ccc(CS(=O)(=O)c2cccc(C(F)(F)F)c2)o1 | i | ? | i | i | 1.1% | i | 0% | -2.6% | i | 22% | 1% |
| COC(=O)C1=C(C)NC(C)=C([N+](=O)[O-])[C@H]1c1ccccc1C(F)(F)F | i | -39%&-23%[inhibitor] | ? | i | -2.2% | ? | 2% | -3.9% | i | 2% | 1% |
| CCOC(=O)c1cnn(CCOC(=O)C2CC2)c1NC(=O)C1CC1 | ? | 12% | i | ? | -0.1% | i | 1% | -0.3% | i | 0% | -1% |
| COC(=O)c1ccccc1NC(=O)N1CCCC1 | i | 10% | i | ? | 0.6% | ? | 1% | -1.9% | i | -5% | 0% |
| CC(=O)N[C@H](c1ccccc1)[C@@]1(C)C[C@@H]1[C@@H](C)C(=O)Nc1ccc2ccccc2c1 | · | -3% | · | · | 0.7% | · | -2% | -1.7% | · | · | -2% |
| COc1cccc(-c2nc(NCCNC(C)=O)c3ccccc3n2)c1 | i | ? | i | i | -1.7% | i | -2% | -0.9% | i | 17% | -3% |
| CN(C)CCCCNC(=O)c1ccc(-n2c(=O)c(=O)[nH]c3ccccc32)cc1 | · | -17% | · | · | -4.3% | · | 3% | -2.7% | · | · | -1% |
| Cc1ccccc1N1C(=O)C2ON(c3ccccc3)C(c3cccnc3)C2C1=O (stereo unspecified) | i | · | i | ? | · | i | · | · | i | · | · |
| COc1ccc(-c2nnc(-c3ccc(N)cc3)o2)cc1 | 3.5e-07M* | 4% | i | 2.6e-07M* | 0.6% | i | -1% | -1.9% | i | -9% | -3% |
| Cc1cc(C)nc(NC(=O)NS(=O)(=O)N2CCCCCC2)n1 | · | -6% | · | · | -0.9% | · | -1% | -2.7% | · | -3% | 2% |
| O=C(c1ccncc1)N1CCC[C@@]2(CCN(c3ccccn3)C2)C1 | i | 1% | i | i | -0.2% | i | -3% | -0.3% | i | -3% | -1% |
| c1ccc(C2(Cn3ccc4ccccc43)OCCO2)cc1 | · | ? | · | · | -0.6% | · | -2% | -3.5% | · | -4% | -2% |
| COc1ccc(Oc2ncc3nc(C)c(=O)n(C4CC4)c3n2)cc1 | i | 23% | i | i | 0.8% | ? | -7% | -7.4% | i | 33%[activator] | -6% |
| O=C(Nc1ncc2c(n1)CC(c1ccco1)CC2=O)c1ccc(Cl)cc1 (stereo unspecified) | i | 15% | i | i | -1.1% | i | -10% | -6.1% | i | 31%[activator] | -10% |
| CCN(CC)S(=O)(=O)c1ccc(NC(=O)c2ccccn2)cc1 | i | -8% | i | i | -2.2% | ? | 1% | 1.1% | i | 11% | -1% |
| CC(=O)Nc1cc2c(cc1Br)OCCO2 | i | · | i | ? | · | i | · | · | i | · | · |
| N=c1c2c(-c3ccccc3)c(-c3ccccc3)n(Cc3ccco3)c2ncn1Cc1ccco1 | · | -42%[inhibitor] | · | · | -3.8% | · | -3% | 60%[activator] | · | 12% | -3% |
| C[N+](C)([O-])Cc1cc(-c2ccccc2)ccc1O | i | 6%[11.4 µM] | i | i | -2.7%[15.4 µM] | i | 0%[11.5 µM] | -2.6%[15.4 µM] | i | · | 0%[11.5 µM] |
| CCOC(=O)N1CCN(c2c(-c3ccc(C)c(C)c3)c(=O)c2=O)CC1 | i | 7% | i | i | -3.0% | i | 1% | -0.5% | i | 11% | -1% |
| Cc1onc(-c2ccccc2Cl)c1C(=O)Nc1ccc(-c2nnc3n2CCCCC3)cc1 | i | -1% | i | i | 0.1% | ? | 0% | 1.6% | i | 24% | 12% |
| CCn1c(SCC(=O)Nc2oc(-c3ccccc3)c(-c3ccccc3)c2C#N)nnc1-c1ccco1 | i | 26% | i | i | -1.6% | i | -1% | 0.8% | i | 3% | -2% |
| CSc1cccc(NC(=O)CN(C2CCCCC2)S(C)(=O)=O)c1 | ? | 7% | i | ? | 1.0% | i | 0% | -5.9% | i | 4% | -1% |
| Cc1ccc(C)c(N2CCN(C(=O)Cn3cccc3)CC2)c1 | i | 10% | i | i | -2.8% | i | 1% | -3.1% | i | 6% | 0% |
| CCOC(=O)c1cnn(-c2nc(C)cc(C)n2)c1N | i | ? | i | i | 0.3% | i | -1% | 1.1% | i | -5% | -3% |
| Cc1csc(NC(=O)C2CCC(C)(C(=O)O)C2(C)C)n1 (stereo unspecified) | i | -2% | i | i | 0.4% | i | 0% | 0.9% | i | 3% | 1% |
| OCC1OC(/C=C\c2ccccc2)C=CC1Oc1ccc2c(c1)OCO2 (stereo unspecified) | · | 4µM* | · | · | 0.3%[15.4 µM] | · | -3%[11.5 µM] | 1.7%[15.4 µM] | · | · | -2%[11.5 µM] |
| O=S(=O)(c1ccc2ccccc2c1)N1CCN(S(=O)(=O)c2ccc3ccccc3c2)CC1 | i | 6%[11.4 µM] | i | i | -0.6%[15.4 µM] | i | 1%[11.5 µM] | -1.2%[15.4 µM] | i | · | -2%[11.5 µM] |
| CCCN1C2CCCC1CC(NC(=O)c1ccccc1F)C2 (stereo unspecified) | i | 13% | i | i | 0.1% | i | 2% | -0.9% | i | 2% | -1% |
| CC(=O)Nc1c(I)cc(I)c(C(=O)O)c1I | · | · | · | · | 0.7% | · | 1% | -0.7%[3.08 µM] | · | 8% | 1% |
| CCNC(=O)C1CC(=O)N(Cc2ccc3c(c2)OCO3)C(=Nc2ccc(OCC)cc2)S1 (stereo unspecified) | i | 8% | ? | i | -0.4% | i | -4% | -2.0% | i | 4% | -2% |
| O=C(CSc1nnc(-c2ccc3c(c2)OCCO3)o1)N1CCCC1 | i | ? | ? | i | 0.1% | ? | 0% | -1.4% | i | -4% | -2% |
| O=C(c1ccco1)N1CCN(C(=O)c2cnn3cccnc23)CC1 | ? | 0% | i | ? | 0.5% | i | 0% | -0.5% | i | -2% | -1% |
| c1ccc(-c2nc3c4ccccc4nc(N4CCN(c5ccccn5)CC4)n3n2)cc1 | i | 21% | i | i | 1.7% | i | 2% | -0.5% | i | -4% | 1% |
| C=C(C)C(=O)OCC(C)C | · | -4% | · | · | -0.4% | · | -3% | -0.7% | · | · | 0% |
| Cc1[nH]c2ccccc2c1C(=O)CN1CCCCC1CCO (stereo unspecified) | i | 14% | ? | i | -0.9% | i | -3% | -1.9% | i | 16% | -1% |
| CCNC(=O)NC(C(=O)OC)C12CC3CC(CC(C3)C1)C2 (stereo unspecified) | i | 6% | i | i | 0.5% | i | 1% | -1.7% | i | 9% | 1% |
| O=C(c1oc(=O)c2ccccc2c1-c1ccccc1)N1CCOCC1 | i | 4% | i | i | 0.9% | i | -1% | 0.5% | i | 4% | 1% |
| O=C(CSc1ncnc2c1cnn2-c1ccccc1)Nc1ccccc1 | i | ? | i | i | 0.6% | i | -1% | -3.6% | i | -10% | 1% |
| COC(=O)n1c(SC)nc2ccccc21 | ? | 4% | i | ? | -1.0% | i | -1% | -1.8% | i | -4% | -1% |
| Clc1ccc(Cc2nnc(-c3cccs3)o2)cc1 | · | 17% | · | · | 0.4% | · | 2% | 0.2% | · | · | -2% |
| Cn1c(/N=C/c2ccc3c(c2)OCO3)nc2ccccc21 | · | 19% | · | · | 3.0% | · | -2% | 0.5% | · | -1% | -2% |
| O=C(NC1=NCCS1)c1cc2ccccc2o1 | · | 1%[11.4 µM] | · | · | 0.3% | · | -4% | -3.7% | · | 2%[7.66 µM] | 1% |
| CC1(C)CC(=O)c2sc(NC(=O)CN3CCCCC3)nc2C1 | · | 4% | · | · | 0.2% | · | -1% | -0.3% | · | 3% | 0% |
| O=c1cc(NCCO)c2ccccc2o1 | · | 0% | · | · | -1.1% | · | 5% | 1.2% | · | -14% | 1% |

Compound activity (PubChem BioAssay)

Some of the compounds tested; rates above refer to the full screens.
